Screening results: PubChem, several laboratories
PfHsp40 rescue: rescue of PfHsp40-mediated yeast toxicity; S. cerevisiae expressing PfHsp40, growth rescue, ATP luminescence; growth rescue, % at 12.5 µM; AID 504582; actives 0.68% (n = 340,000); in the data active means growth rescue above about 28%, passing the limit was not always enough; inconclusive means no clear call, values can overlap the other calls;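 further: yeast W303a lacking pdr1 and pdr3 grown in galactose medium; growth measured after three days at 30 °C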
TcdB GH inh: inhibitors of Clostridioides difficile toxin B glycohydrolase; TcdB glycohydrolase enzymatic assay, plate reader; inhibition, % at 9.99 µM; actives 0.24% (n = 350,000); AID 652162; in the data active means inhibition above about 10%
Target sequence (P18177 whole entry, looked up): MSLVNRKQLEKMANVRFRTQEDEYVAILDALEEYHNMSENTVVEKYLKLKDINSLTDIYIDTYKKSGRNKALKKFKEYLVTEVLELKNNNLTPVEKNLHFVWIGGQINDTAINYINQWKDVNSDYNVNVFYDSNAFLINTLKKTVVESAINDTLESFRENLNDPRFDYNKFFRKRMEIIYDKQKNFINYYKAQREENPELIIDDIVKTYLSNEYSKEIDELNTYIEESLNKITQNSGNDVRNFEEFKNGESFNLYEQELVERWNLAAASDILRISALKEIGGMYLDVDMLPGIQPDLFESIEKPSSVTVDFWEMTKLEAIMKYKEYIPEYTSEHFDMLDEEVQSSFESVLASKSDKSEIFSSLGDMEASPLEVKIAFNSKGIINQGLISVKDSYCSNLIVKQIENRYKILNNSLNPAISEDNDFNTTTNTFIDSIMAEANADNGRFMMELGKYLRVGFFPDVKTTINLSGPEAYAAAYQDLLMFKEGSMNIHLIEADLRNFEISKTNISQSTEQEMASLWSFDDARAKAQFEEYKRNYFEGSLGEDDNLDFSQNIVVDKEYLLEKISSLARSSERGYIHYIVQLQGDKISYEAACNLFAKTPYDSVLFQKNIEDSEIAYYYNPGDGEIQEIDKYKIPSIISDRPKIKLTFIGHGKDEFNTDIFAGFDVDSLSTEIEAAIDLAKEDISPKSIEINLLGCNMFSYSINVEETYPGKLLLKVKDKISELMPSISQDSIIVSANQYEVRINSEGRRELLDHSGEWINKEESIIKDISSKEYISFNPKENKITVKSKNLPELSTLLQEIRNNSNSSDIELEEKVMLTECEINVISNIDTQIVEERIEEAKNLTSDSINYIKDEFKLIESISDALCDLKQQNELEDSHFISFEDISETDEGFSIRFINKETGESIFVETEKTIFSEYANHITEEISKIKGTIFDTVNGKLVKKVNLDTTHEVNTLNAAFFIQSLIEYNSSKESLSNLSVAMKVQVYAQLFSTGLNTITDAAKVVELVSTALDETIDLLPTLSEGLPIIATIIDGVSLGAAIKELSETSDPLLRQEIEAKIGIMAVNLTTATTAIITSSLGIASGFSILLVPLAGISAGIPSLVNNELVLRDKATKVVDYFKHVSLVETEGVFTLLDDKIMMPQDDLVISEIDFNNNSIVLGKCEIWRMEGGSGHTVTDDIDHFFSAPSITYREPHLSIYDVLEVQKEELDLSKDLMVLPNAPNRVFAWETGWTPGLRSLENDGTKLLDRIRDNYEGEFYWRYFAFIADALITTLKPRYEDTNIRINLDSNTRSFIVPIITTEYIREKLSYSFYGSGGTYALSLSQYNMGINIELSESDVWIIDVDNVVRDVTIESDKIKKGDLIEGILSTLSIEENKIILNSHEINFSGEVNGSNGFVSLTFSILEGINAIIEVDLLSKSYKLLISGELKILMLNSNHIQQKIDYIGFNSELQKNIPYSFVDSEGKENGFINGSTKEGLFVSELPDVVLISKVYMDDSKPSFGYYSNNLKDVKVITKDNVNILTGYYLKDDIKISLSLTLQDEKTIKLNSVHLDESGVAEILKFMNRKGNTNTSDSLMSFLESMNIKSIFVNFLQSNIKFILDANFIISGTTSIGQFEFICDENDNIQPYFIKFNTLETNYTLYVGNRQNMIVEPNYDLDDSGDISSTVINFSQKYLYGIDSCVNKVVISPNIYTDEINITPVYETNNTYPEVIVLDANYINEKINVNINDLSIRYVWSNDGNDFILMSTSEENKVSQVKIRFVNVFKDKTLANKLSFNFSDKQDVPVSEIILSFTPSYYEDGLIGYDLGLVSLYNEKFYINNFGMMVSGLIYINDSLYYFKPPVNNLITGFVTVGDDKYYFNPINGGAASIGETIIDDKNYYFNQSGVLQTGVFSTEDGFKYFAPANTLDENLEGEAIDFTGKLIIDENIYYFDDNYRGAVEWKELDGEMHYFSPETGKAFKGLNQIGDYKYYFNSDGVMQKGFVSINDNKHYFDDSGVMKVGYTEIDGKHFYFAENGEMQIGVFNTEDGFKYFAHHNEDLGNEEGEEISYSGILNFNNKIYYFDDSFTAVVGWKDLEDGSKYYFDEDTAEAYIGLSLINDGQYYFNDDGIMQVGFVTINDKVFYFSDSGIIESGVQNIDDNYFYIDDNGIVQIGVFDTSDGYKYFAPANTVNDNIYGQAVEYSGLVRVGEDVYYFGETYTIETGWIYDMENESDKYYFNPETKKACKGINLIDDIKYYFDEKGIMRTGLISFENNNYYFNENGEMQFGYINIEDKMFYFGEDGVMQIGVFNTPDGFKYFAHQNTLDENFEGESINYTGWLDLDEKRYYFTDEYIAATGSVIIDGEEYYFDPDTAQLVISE
Anthrax LF prot: anthrax lethal factor protease inhibition; P15917; multiplex microsphere protease cleavage assay, LF; inhibition, % at 10 µM; actives 0.12% (n = 360,000); AID 588501; further: plate controls were buffer without enzyme for full effect and enzyme alone for no effect
PrPC surface inh: reduces human prion protein on the cell surface | inhibition, % at 13.8 µM | cell surface PrPC, TR-FRET read-out | actives 0.43% (n = 370,000) | P04156 | AID 720596; in the data active means inhibition above about 24%; further: 0% = median of the test wells and 100% = reference compound wells
BoNT-F LC inh: inhibitors of Botulinum neurotoxin F light chain protease; Multiplex microsphere protease cleavage assay, flow cytometry; inhibition, % at 10 µM; actives 0.22% (n = 360,000); AID 588497; in the data active means inhibition above about 35%, passing the limit was not always enough; inconclusive means no clear call, values can overlap the other calls; further: plate controls were buffer without enzyme for full effect and enzyme alone for no effect
CCHF vOTU inh: CCHFV vOTU protease inhibition | actives 0.55% (n = 370,000) | AID 651958 | Pep-AMC fluorescence | inhibition, % at 11.5 µM; in the data active means inhibition above about 30%; further: 0% = vehicle wells with enzyme and 100% = no enzyme wells
FadD28 FP inh: blocks FadD28 binding to the bisubstrate probe; inhibition, % at 12.5 µM; actives 0.22% (n = 360,000); fluorescence polarization; in the data active means inhibition above about 8.5%, passing the limit was not always enough; inconclusive means no clear call, values can overlap the other calls
BoNT-A LC inh2: blocks Botulinum neurotoxin A light chain protease. inhibition, % at 10 µM. multiplex microsphere protease substrate cleavage, flow cytometry. AID 588499. actives 0.17% (n = 360,000); further: plate controls were buffer without enzyme for full effect and enzyme alone for no effect
Yp Topo-I inh: Y. pestis Topo-I inhibition via cleavage products. Y. pestis Topo-I cleavage product accumulation, plate reader. activity, % at 10 µM. actives 0.064% (n = 360,000). AID 504884; in the data active means activity above about 50%, passing the limit was not always enough; inconclusive means no clear call, values can overlap the other calls; further: inactives centre near 2
* marks the source's active call; other numbers are inactive results; ? = inconclusive; . = not tested or not shown. Unless noted, no stated cut-off is given here; in the data, active means inhibition above about 30%; inconclusive means no clear call, values can overlap the other calls; inactive means below that.

SMILES	PfHsp40 rescue	TcdB GH inh	Anthrax LF prot	PrPC surface inh	BoNT-F LC inh	CCHF vOTU inh	FadD28 FP inh	BoNT-A LC inh2	Yp Topo-I inh
COc1ccc(CCNC2CC(=O)N(CCc3ccc(OC)c(OC)c3)C2=O)cc1OC (stereo not drawn)	-0.8	.	4	-8	6	15	-2.6	0.2	-3
O=C(Nc1ccccc1Cl)c1cc(S(=O)(=O)N2CCCCC2)ccc1N1CCOCC1	1.1	.	.	0	.	5	-1.9	.	-5
CC1CCCN(C(=O)COc2ccc(NC(=O)c3cccs3)cc2)C1 (stereo not drawn)	2.2	5.4	2	-9	0	7	-2.3	1.3	47
COc1ccc(OCC(O)CN2CCN(c3ccc(Cl)cc3)CC2)cc1 (stereo not drawn)	-0.4	0.3	6	-8	-2	-3	-4.1	-1.2	9
CC1CCC(C(C)C)C(OP(N)(=O)c2ccccc2)C1 (stereo not drawn)	1.3	.	-11	6	-4	4	-5.4	-0.5	5
CC(=O)Nc1ccc(C(F)(F)F)cc1Cl	1.4	0.6	-17	-3	?	-4	-2.9	?	0
CCOC(=O)c1csc(NC(=O)c2ccc(S(=O)(=O)N(CC)CC)cc2)n1	1.5	.	5	-3	31	-2	-4.2	3.7	-2
Cc1ccccc1/C=C1\Sc2ccc(C(=O)N3CCN(c4ccccn4)CC3)cc2N(C)C1=O	0.4	.	-1	.	-5	.	-2.6	-2.2	26
COc1ccc(C(=O)Nn2c(SCC(=O)NC3CCCC3)nc3ccccc3c2=O)cc1	2.5	.	1	-1	5	5	-2.3	1.2	-4
COc1ccc(-n2c(C)nn(C)c2=O)c(OC)c1	1.2	.	-8	2	3	-2	-2.3	?	0
O=C(CCC(=O)c1ccc(F)cc1)Nc1cccc(S(=O)(=O)Nc2cccc(Cl)c2)c1	-0.3	0.8	0	3	6	7	-6.6	1.0	-1
O=C(CN1CCN(S(=O)(=O)N2CCOCC2)CC1)Nc1cc(Cl)cc(Cl)c1	-1.7	-2.6	5	-6	5	13	-0.9	2.9	16
O=C(CN1CCOCC1)NN=Cc1ccc([N+](=O)[O-])o1	.	2.2	-13	-45	0	19	-1.2	-0.1	8
O=C(NC(CC(=O)N1CCN(c2ccccc2)CC1)c1ccccc1)c1ccccc1Cl (stereo not drawn)	3.7	6.8	-3	-7	-3	11	-3.6	0.7	31
COC(=O)c1c(C)[nH]c(C(=O)NCc2ccco2)c1C	0.0	1.9	-5	-5	-2	-12	-1.6	-1.0	1
CCN(CC)S(=O)(=O)c1ccc(Cl)c(NC(=O)CSc2nnc(-c3cccs3)o2)c1	1.3	.	-7	-4	-1	-14	-0.2	0.5	3
CCCC(=O)N1CCN(S(=O)(=O)c2cc(Cl)ccc2OC)CC1	-0.4	.	-1	-4	3	0	-1.1	-0.3	-10
Cc1cc2oc3ccc(NCCC4CCCN4C)cc3c(=O)c2cc1C (stereo not drawn)	1.0	1.7	0	-14	-3	5	-0.8	0.2	-34
CCN(CC)C(=O)c1ccc2sc([C@H]3C[C@H](O)[C@@H](CO)O3)nc2c1	.	0.9	-3	1	-2	-1	-0.4	0.1	0
c1ccc(-c2ccc(C(c3ccccc3)n3ccnc3)cc2)cc1 (stereo not drawn)	176*	1.2	-12	2	1	2	-0.2	0.5	26
O=C(CSc1ncn(-c2ccccc2)n1)Nc1nc2ccccc2s1	3.7	.	-2	-3	2	-4	-2.0	1.7	-12
COc1c(F)c(F)c(C(=O)Nc2ccc(-c3nc4ccccc4[nH]3)cc2)c(F)c1F	-0.7	0.4	1	-8	0	-7	0.5	0.0	-5
CS/C(=N\S(=O)(=O)c1cccs1)Nc1ccc(F)cc1	0.2	.	1	-2	-1	6	-1.7	0.3	6
CCN(C(=O)CSc1nc2ccccc2c(=O)n1C(C)COC)C1CCS(=O)(=O)C1 (stereo not drawn)	-1.0	1.6	-6	-5	-4	-17	-0.3	-0.7	2
CC(C)OC(=O)CSc1nnc(-c2ccc([N+](=O)[O-])cc2)o1	0.8	-0.7	-2	-18	-5	12	-2.4	-0.9	-13
Cn1cc(CC(=O)Nc2cccc(C#N)c2)c2ccccc21	-0.9	.	-1	6	-5	-2	-0.5	0.1	-10
COCCNC(=S)N(CCc1c(C)[nH]c2ccc(Cl)cc12)Cc1cccs1	6.4	-0.1	7	8	-2	20	-1.6	-0.8	-19
COc1cccc(-c2ncn(CCc3ccccc3OC)c2C(C)C)c1	.	-3.7	-12	20	2	26	.	-0.7	.
O=C(Cc1ccc(NC(=O)C2CCN(C(=O)C3CCCC3)CC2)cc1)Nc1cccc(C(=O)N2CCCCC2)c1	1.6	0.3	-5	6	3	2	-1.1	0.3	24
CSc1ccc(NC(=O)C(C)N2CCN(C)CC2)cc1 (stereo not drawn)	0.5	0.8	-7	-2	?	11	-1.3	-2.9	0
CC(C)COc1ccc(C(=O)NC(Cc2c[nH]c3ccccc23)C(=O)NN)cc1 (stereo not drawn)	3.4	-0.2	-17	9	?	5	-0.4	?	2
Cc1cc(OCc2nc(-c3ccc(NC(=O)c4cccnc4)cc3)no2)ccc1Cl	-0.7	.	0	-1	-12	-3	-0.7	0.3	1
Cc1c(NC(=O)c2cccc(NC(=O)COc3ccccc3)c2)c(=O)n(-c2ccccc2)n1C	-2.6	-1.2	-3	-4	-3	-4	0.2	0.0	8
COc1cccc(NC(=O)c2ccc3snnc3c2)c1	0.3	.	-7	-3	-6	-6	-4.8	-0.5	-3
COc1ccc(-n2c(=O)[nH]cc(C(=O)Nc3ccc4c(c3)OCCO4)c2=O)cc1OC	-0.6	0.7	-3	3	2	10	-2.4	-3.5	0
O=C(Nn1cnc2ccccc2c1=O)c1ccccc1F	-2.1	-0.1	8	-8	-2	10	-3.7	-1.7	-10
COc1ccc(CN(Cc2ccccn2)C(=O)CN2C(=O)C(C)Oc3ccccc32)cc1 (stereo not drawn)	-1.6	.	-2	-3	-2	-9	-2.3	-1.3	-4
CN(CCc1ccccc1)c1cc2c(c3c1ccn3C)C1CCC2C1 (stereo not drawn)	.	0.3	-6	7	-9	-2	-4.1	-2.2	.
COc1ccc(-c2ncncc2-c2csc(C)n2)c(O)c1	1.2	.	-2	0	0	17	1.2	0.1	1
Cc1ccc(N2C(=O)NC(=O)/C(=C/c3ccc(-c4ccc(C(=O)O)c(Cl)c4)o3)C2=O)cc1	1.2	0.1	-1	1	-4	-10	0.8	-0.4	4
O=S(=O)(NCC1CCCO1)c1ccc(S(=O)(=O)N2CCCC2)cc1 (stereo not drawn)	-0.2	-0.1	-3	8	-3	13	-0.3	-0.1	-4
CCN(CC)c1ccc(S(=O)(=O)N2CCOCC2)cc1NC(=O)CNCc1cccc(Cl)c1	2.1	5.0	-10	6	-3	5	0.9	0.6	30
Cc1cccn2c(=O)c3cc(C(=O)NCCN4CCOCC4)c(=N)n(Cc4cccnc4)c3nc12	-0.8	0.4	-8	-29	-2	-114	-2.0	0.0	-6
O=C(NCc1ccccc1)C1CCCN1S(=O)(=O)c1ccc(F)cc1 (stereo not drawn)	-0.2	-8.2	3	9	6	-4	-2.0	-0.2	6
Cc1ccc(NC(=O)Cn2sc3ccccc3c2=O)cc1	.	1.8	0	-7	-5	-5	-3.5	8.0	-11
Cn1c(N)c(C#N)c(-c2ccccc2)c(C#N)c1=O	.	0.7	-7	0	-4	4	-4.8	-0.1	3
NCCSc1c(-c2ccc(F)cc2)[nH]c2ccccc12	-0.7	0.6	-6	-1	-18	-12	0.0	0.1	1
CC(=O)Oc1c(S(=O)(=O)c2ccccc2)c(C)nn1C(C)(C)C	-0.3	.	-2	1	14	-10	-4.0	0.4	4
COc1cc(NC(=O)c2ccccc2)c(OC)cc1NC(=O)CN1C(=O)N(C)C2(CCCCC2)C1=O	0.1	1.5	1	-3	2	2	-1.9	2.2	-2
CCN(CC)S(=O)(=O)c1cc(NC(=O)COC(=O)CCc2nc3ccccc3s2)ccc1C	2.4	.	-5	0	-1	7	-3.0	?	8
(next part)
SMILES	PfHsp40 rescue	TcdB GH inh	Anthrax LF prot	PrPC surface inh	BoNT-F LC inh	CCHF vOTU inh	FadD28 FP inh	BoNT-A LC inh2	Yp Topo-I inh
Cn1nc(C(=O)N2CCN(c3ccccc3)CC2)c2c1-c1ccccc1S(=O)(=O)C2	-0.1	-0.6	-4	-2	4	14	-1.6	2.3	14
O=C(NC1CCN(Cc2ccccc2)CC1)c1ccc2c(c1)OCCCO2	-1.0	-1.2	-8	3	?	6	-0.5	?	70*
Cc1cccc(-n2ncc3c(NCCc4ccc(S(N)(=O)=O)cc4)ncnc32)c1	-0.1	-1.6	-10	14	-1	11	-2.9	-0.3	-7
O=C(NCC(=O)N(c1ccccc1)C(C(=O)NC1CCCCC1)c1cccnc1)c1cccs1 (stereo not drawn)	-1.5	0.8	1	4	-1	5	-0.5	-0.5	4
O=C(CC1C(=O)NCCN1Cc1cccc(F)c1)NC1CCC1 (stereo not drawn)	-0.2	1.0	-3	-4	-10	-3	-1.2	-1.1	1
Cc1[nH]c2ccccc2c1/C=N/NC(=O)c1cccc(S(=O)(=O)Nc2cccc(C(F)(F)F)c2)c1	-0.5	1.2	3	-2	-2	4	1.0	0.4	1
COc1cc(O)c(C(CC(=O)N2CCCCC2)c2ccc(N(C)C)cc2)c(OC)c1 (stereo not drawn)	-2.5	.	-12	4	-1	5	-1.3	-0.4	2
Cc1cc(C)n(-c2ccc(C(=O)NC(C)C)cc2)n1	2.0	0.8	-3	.	-2	.	-3.3	0.7	1
O=C1CC(c2cccc(F)c2)C2=C(CCCC2=O)N1 (stereo not drawn)	-0.7	.	0	6	-4	4	-2.8	0.1	-3
O=C(CNC(=O)c1ccc2c(c1)OCO2)N/N=C/c1cccc([N+](=O)[O-])c1	-0.8	0.4	-1	-1	5	15	-3.5	0.5	-12

Of the compounds above, two have a CF3 group.
SMILES	PfHsp40 rescue	TcdB GH inh	Anthrax LF prot	PrPC surface inh	BoNT-F LC inh	CCHF vOTU inh	FadD28 FP inh	BoNT-A LC inh2	Yp Topo-I inh
CC(=O)Nc1ccc(C(F)(F)F)cc1Cl	1.4	0.6	-17	-3	?	-4	-2.9	?	0
Cc1[nH]c2ccccc2c1/C=N/NC(=O)c1cccc(S(=O)(=O)Nc2cccc(C(F)(F)F)c2)c1	-0.5	1.2	3	-2	-2	4	1.0	0.4	1

Additional results.
SMILES	PfHsp40 rescue	TcdB GH inh	Anthrax LF prot	PrPC surface inh	BoNT-F LC inh	CCHF vOTU inh	FadD28 FP inh	BoNT-A LC inh2	Yp Topo-I inh
CCOc1ccc(NC(=O)CNC(=O)c2cn(-c3ccccc3OC)c(=O)c3ccccc23)cc1	-1.3	.	-14	-4	-3	-1	-2.8	-0.7	5
COc1cc([N+](=O)[O-])cc(/C=N/NC(=O)c2cccnc2)c1O	19	-0.9	-10	3	3	1	-1.1	-0.6	-4
CC(C(=O)NC1CCCc2ccccc21)N1C(=O)C2CCCCC2C1=O (stereo not drawn)	1.1	0.1	1	1	-3	2	0.3	-1.5	4
O=C(Nc1ccc(Cl)cc1)NN1CC(=O)N(c2cccc(C(F)(F)F)c2)CC1=O	-1.0	-1.2	-4	8	-4	7	-1.8	0.2	-5
O=C(CSc1nc(-c2ccccc2)cc(C(F)(F)F)n1)N1CCOCC1	-0.2	.	-2	-1	22	3	-2.2	11	7
Cc1ccc(CNC(=O)/C=C/c2ccc(S(=O)(=O)NCc3ccco3)cc2)cc1	0.1	-1.2	-4	-6	1	-21	-2.0	-0.8	8
O=c1c2ccccc2sc2nc(CCl)nn12	-0.2	0.4	4	0	6	7	-2.2	-0.1	2
CC(C)CCNc1nc(N2CCCC2)c2c(c1C#N)CCN(C)C2	0.1	.	-2	-15	-6	7	?	0.3	0
CCN(CC)CC(C)CNC(=O)C1(O)c2ccccc2NC(=O)N1c1ccc(Cl)c(Cl)c1 (stereo not drawn)	1.3	0.5	0	-2	26	10	0.1	-2.1	4
CCOc1cc(/C=N/NC(=O)C(=O)NC2CC2)cc(Br)c1O	-0.4	-8.3	-4	-5	12	10	-2.8	0.9	-2
O=C(CSc1ccc(-c2ccco2)nn1)NCc1ccccc1	-0.2	-0.1	-3	0	-8	14	-3.5	-0.2	-4
